Assay outcomes as filed in PubChem.
MazF activator = activators of E. coli MazEF toxin-antitoxin RNase, primary screen, biochemical, fluorescence, uHTS. FAM/BHQ RNA-DNA oligo cleavage fluorescence, 5 h. activation, % at 20 µM. 0.32% of 350,000 active. Endoribonuclease toxin MazF (Escherichia coli (strain K12)), P0AE70; in the data active means activation above about 50%
Target sequence (P0AE70 whole entry, looked up): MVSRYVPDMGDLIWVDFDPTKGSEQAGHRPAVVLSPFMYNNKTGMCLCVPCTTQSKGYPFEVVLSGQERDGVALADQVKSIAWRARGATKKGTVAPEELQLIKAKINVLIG
BoNT-F LC inh = BoNT/F light chain protease inhibitors, primary screen, biochemical, flow cytometry, MLPCN library | Botulinum neurotoxin type F light chain protease (Clostridium botulinum) | Multiplex microsphere protease cleavage assay | inhibition, % at 10 µM | 0.22% of 360,000 active | AID 588497, 2011; in the data active means inhibition above about 35%, passing the limit was not always enough; inconclusive means no clear call, values can overlap the other calls; further: plate controls were buffer without enzyme for full effect and enzyme alone for no effect
BoNT A protease = BoNT/A light chain protease inhibitors, primary screen, biochemical, flow cytometry, MLPCN library. 0.17% of 360,000 active. AID 588499, 2011. multiplex microsphere protease substrate cleavage. inhibition, % at 10 µM; further: plate controls were buffer without enzyme for full effect and enzyme alone for no effect
CCHFV vOTU inh = CCHFV vOTU protease inhibitors, primary screen, biochemical, Pep-AMC substrate, fluorescence | Crimean-Congo hemorrhagic fever virus L polyprotein viral ovarian tumor (vOTU) protease … | 0.55% of 370,000 active | AID 651958, 2012 | inhibition, % at 11.5 µM; in the data active means inhibition above about 30%; further: 0% = vehicle wells with enzyme and 100% = no enzyme wells
SARS 3CLpro inh = SARS-CoV 3CLpro protease inhibitors, primary screen, biochemical, quenched FRET | recombinant SARS-CoV 3CLpro, quenched FRET peptide cleavage | 0.14% of 290,000 active | AID 1706, 2009 | inhibition, % at 6 µM; in the data active means inhibition above about 12%
Anthrax LF inh2 = Bacillus anthracis LF protease inhibitors, primary screen, biochemical, multiplex microsphere, MLPCN library | 0.12% of 360,000 active | inhibition, % at 10 µM | multiplex microsphere protease cleavage assay | AID 588501, 2011 | Lethal factor (Bacillus anthracis), P15917; further: plate controls were buffer without enzyme for full effect and enzyme alone for no effect
Rv3671c protease = Rv3671c serine protease inhibitors, primary screen, biochemical, fluorescence polarization, M. tuberculosis H37Rv. P9WHR9. inhibition, % at 5.96 µM. 0.048% of 320,000 active. AID 2606, 2010; in the data active means inhibition above about 38%;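 further: extracellular domain of Rv3671c used as enzyme; 0% = enzyme with DMSO and 100% = no enzyme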
Target sequence (P9WHR9 whole entry, looked up, the tested form may be a part): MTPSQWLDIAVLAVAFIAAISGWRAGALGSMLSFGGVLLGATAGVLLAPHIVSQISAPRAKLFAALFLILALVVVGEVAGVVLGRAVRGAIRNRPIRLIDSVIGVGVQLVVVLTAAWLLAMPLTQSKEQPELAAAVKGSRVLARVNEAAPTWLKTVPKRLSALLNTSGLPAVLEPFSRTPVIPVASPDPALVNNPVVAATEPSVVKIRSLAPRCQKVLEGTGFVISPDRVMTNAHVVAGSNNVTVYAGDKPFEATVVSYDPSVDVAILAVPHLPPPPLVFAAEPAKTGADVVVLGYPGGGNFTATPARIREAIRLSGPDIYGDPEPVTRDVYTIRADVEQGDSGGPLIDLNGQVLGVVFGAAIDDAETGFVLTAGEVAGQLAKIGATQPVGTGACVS
SSB-PriA inh = inhibitors of Klebsiella pneumoniae PriA binding to SSB C-terminal tail, primary screen, biochemical, AlphaScreen; PriA–SSB C-terminal tail interaction (Klebsiella pneumoniae); AlphaScreen SSBct-PriA binding, biotinylated peptide; inhibition, % at 33 µM; 0.6% of 430,000 active; AID 1272365, 2023; in the data active means inhibition mostly above about 37%, no sharp cut-off; inactive means mostly below about 20%;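 further: plate controls were negative control peptide for no effect and reference peptide for full effect; strong numbers were not always called active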
PrPC TRFRET = inhibitors of human cell surface prion protein PrPC, primary screen, cell-based, TR-FRET; Major prion protein (Homo sapiens), P04156; inhibition, % at 13.8 µM; TR-FRET read-out; 0.43% of 370,000 active; in the data active means inhibition above about 24%; further: 0% = median of the test wells and 100% = reference compound wells
DUSP3 inh = VHR1 phosphatase inhibitors, primary screen, biochemical, absorbance, uHTS; Dual specificity protein phosphatase 3 (Homo sapiens), P51452; 0.52% of 290,000 active; inhibition, % at 13.3 µM; recombinant VHR phosphatase, pNPP absorbance; AID 1654, 2009; in the data active means inhibition above about 50%; further: some compounds called inactive have numbers as strong as hits
Target sequence (P51452 whole entry, looked up): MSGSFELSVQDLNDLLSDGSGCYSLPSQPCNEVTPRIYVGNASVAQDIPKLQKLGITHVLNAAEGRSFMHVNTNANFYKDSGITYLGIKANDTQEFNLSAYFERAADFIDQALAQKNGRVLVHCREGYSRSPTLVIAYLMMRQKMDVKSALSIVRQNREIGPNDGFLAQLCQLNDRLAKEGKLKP
Starred values were filed as active, the others as inactive; ? = inconclusive; · = no result given; & = joins results of further samples. Unless noted, no stated cut-off is given here; in the data, active means inhibition above about 30%; inconclusive means no clear call, values can overlap the other calls; inactive means below that. Not all compounds are listed. The share of hits here may be higher or lower than overall.

Preview (twelve entries):
Results follow in this order: SSB-PriA inh, CCHFV vOTU inh, SARS 3CLpro inh, BoNT-F LC inh, PrPC TRFRET, Anthrax LF inh2, DUSP3 inh, BoNT A protease, MazF activator, Rv3671c protease
CCN1CCN(C(C(=O)NC2CCCCC2)c2cc3ccccc3o2)CC1 (configuration not stated)
  ·, -6, ·, 2, -8, -2, ·, 0.8, ·, ·
O=C(NCC1CCCO1)c1ccc(CNS(=O)(=O)c2cccc(Cl)c2)cc1 (configuration not stated)
  -2, -1, 3, 5, 6, 4, -6, -1.3, -3, 2
CCOc1c(OC)cccc1C(=O)NCC1(c2ccccc2)CCCC1
  1, 2, 1, 9, 5, -10, -8, 0.7, -7, -3
O=C(CN1CCOCC1)N/N=C/c1cc2ccccc2nc1Cl
  ·, 9, 0, -6, -20, 0, -5, 0.5, 1, 5
COC(=O)Cc1nnc(NC(=O)C(C)C)s1
  -2, -7, -3, -2, 4, -6, 6, -0.8, 4, 5
CCC(=O)Nc1cc2c(cc1C(C)=O)OCCO2
  -9, 4, 0, -4, -7, 1, -4, -0.5, 1, 10
O=C(c1ccco1)N1CCN=C1SCc1cccnc1
  -10&-8, 4, 2, -2, 1, -5, 18, 0.7, -7, 5
CC(=O)C(Cl)C(=O)Nc1ccccc1 (configuration not stated)
  -2, 0, 0, -4, 5, -4, 17, 0.4, 1, ·
CCOC(=O)c1c(C)[nH]c(C(=O)COC(=O)CNC(=O)c2ccc(Br)cc2)c1C
  -3, 6, 6, -7, 8, 0, -10, 0.4, -2, 13
O=C(Nc1nc2ccc(Cl)cc2s1)c1ccco1
  -26, 23, 3, 27, 6, -4, -6, 0.8, -1, -10
CCOc1ccc(C(=O)COC(C)=O)cc1
  9, 14, -3, 11, -4, 1, 36, 0.9, -1, 9
COc1cccc(CCNC(=O)CCc2nnc(-c3cc(C)oc3C)o2)c1
  4, -18, 1, 12, 0, 8, 15, 3.0, -1, -1

All compounds of this part, from the start:
Results follow in this order: SSB-PriA inh, CCHFV vOTU inh, SARS 3CLpro inh, BoNT-F LC inh, PrPC TRFRET, Anthrax LF inh2, DUSP3 inh, BoNT A protease, MazF activator, Rv3671c protease
CCN1CCN(C(C(=O)NC2CCCCC2)c2cc3ccccc3o2)CC1 (configuration not stated)
  ·, -6, ·, 2, -8, -2, ·, 0.8, ·, ·
O=C(NCC1CCCO1)c1ccc(CNS(=O)(=O)c2cccc(Cl)c2)cc1 (configuration not stated)
  -2, -1, 3, 5, 6, 4, -6, -1.3, -3, 2
CCOc1c(OC)cccc1C(=O)NCC1(c2ccccc2)CCCC1
  1, 2, 1, 9, 5, -10, -8, 0.7, -7, -3
O=C(CN1CCOCC1)N/N=C/c1cc2ccccc2nc1Cl
  ·, 9, 0, -6, -20, 0, -5, 0.5, 1, 5
COC(=O)Cc1nnc(NC(=O)C(C)C)s1
  -2, -7, -3, -2, 4, -6, 6, -0.8, 4, 5
CCC(=O)Nc1cc2c(cc1C(C)=O)OCCO2
  -9, 4, 0, -4, -7, 1, -4, -0.5, 1, 10
O=C(c1ccco1)N1CCN=C1SCc1cccnc1
  -10&-8, 4, 2, -2, 1, -5, 18, 0.7, -7, 5
CC(=O)C(Cl)C(=O)Nc1ccccc1 (configuration not stated)
  -2, 0, 0, -4, 5, -4, 17, 0.4, 1, ·
CCOC(=O)c1c(C)[nH]c(C(=O)COC(=O)CNC(=O)c2ccc(Br)cc2)c1C
  -3, 6, 6, -7, 8, 0, -10, 0.4, -2, 13
O=C(Nc1nc2ccc(Cl)cc2s1)c1ccco1
  -26, 23, 3, 27, 6, -4, -6, 0.8, -1, -10
CCOc1ccc(C(=O)COC(C)=O)cc1
  9, 14, -3, 11, -4, 1, 36, 0.9, -1, 9
COc1cccc(CCNC(=O)CCc2nnc(-c3cc(C)oc3C)o2)c1
  4, -18, 1, 12, 0, 8, 15, 3.0, -1, -1
CC1CN(C=O)CC(C)N1CCN1C(C)CN(C=O)CC1C (configuration not stated)
  -1, 7, ·, 2, -3, -6, ·, -0.5, -5, ·
Fc1ccc2nc(N3CCCC3)sc2c1
  -11, -8, -5, -2, -2, -2, 2, 0.2, 9, -1
COCc1cc(=O)n2c(-c3ccccc3OC)n[nH]c2n1
  -10, -16, 2, -4, -5, 1, 26, 0.3, -2, -6
C=CCn1c(SCC(=O)Nc2ccc(C(=O)OCC)cc2)nnc1-c1sc(N)nc1C
  0, 7, 5, -8, -6, -2, 12, 0.1, 9, -1
COc1ccc2c(c1)CCc1c(C(=O)Nc3c(C)n(C)n(-c4ccccc4)c3=O)noc1-2
  -7, -4, -6, 4, 2, 1, 5, 2.8, 11, -15
Cc1ccc(-c2nc(N)n(C(=O)c3cccnc3)n2)cc1
  -14, 0, 3, 1, -9, 2, -9, 0.6, 1, 1
COc1ccc(NC(=O)C(c2ccccc2)c2ccccc2)c(OC)c1
  -20, 5, ·, ?, -4, 7, ·, ?, 10, -1
O=C1C2N=NN(CC(=O)N3N=C(c4cccc5ccccc45)CC3c3ccccc3)C2C(=O)N1c1ccccc1 (configuration not stated)
  -16, ·, 2, -1, ·, -2, 9, -0.4, -23, -34
COCCCNC(=O)COc1ccc(Cl)c(C)c1
  -11, -18, 0, 3, 1, 1, 23, -0.5, 5, -2
Cc1cc(=O)oc2c(CN3CCCCC3)c(O)ccc12
  -11, -378, ·, -3, 2, -4, ·, 0.1, 10, ·
CNc1cc(CSC)nc(SCc2ccc(Cl)c(Cl)c2)n1
  -2, -2, 5, -7, 7, -4, 16, -0.6, -11, -16
O=C(Nc1ccc(Cl)c(Cl)c1)NC1CCS(=O)(=O)C1 (configuration not stated)
  4&-4, 2, -1, -22, -3, -8, -19, -2.6, 5, -6
CN(c1ccc(-c2csc(NC(=O)C3CC(=O)N(Cc4ccco4)C3)n2)cc1)S(C)(=O)=O (configuration not stated)
  4, 0, ·, -6, 2, 0, ·, 0.2, -2, -8
c1ccc(CCNC2CCCCCC2)cc1
  4, -5, 4, 4, 8, -10, 71, -1.9, 4, -6
CC(NS(C)(=O)=O)C(c1cccs1)N1CCN(Cc2ccccc2)CC1 (configuration not stated)
  -2, 1, 2, -5, -11, 3, 11, -0.7, 2, 4
COc1ccc(C(=O)NCCCc2ccccc2)cc1OC
  -3, -9, 2, ?, 4, 0, -6, -5.0, 11, 1
O=C(c1ccccc1NS(=O)(=O)c1ccccc1[N+](=O)[O-])N1CCOCC1
  -5, -8, -1, -2, 8, 3, 9, -0.9, 11, -1
C[C@H](NC(=O)C1CCN(S(=O)(=O)c2ccccc2)CC1)C(=O)NCc1cccc(Cl)c1
  5, 13, 1, 6, -6, -2, 11, 1.2, 5, -15

Some of these compounds in order of heavy-atom count, smallest number first:
Results follow in this order: SSB-PriA inh, CCHFV vOTU inh, SARS 3CLpro inh, BoNT-F LC inh, PrPC TRFRET, Anthrax LF inh2, DUSP3 inh, BoNT A protease, MazF activator, Rv3671c protease
Fc1ccc2nc(N3CCCC3)sc2c1
  -11, -8, -5, -2, -2, -2, 2, 0.2, 9, -1
COC(=O)Cc1nnc(NC(=O)C(C)C)s1
  -2, -7, -3, -2, 4, -6, 6, -0.8, 4, 5
COc1ccc2c(c1)CCc1c(C(=O)Nc3c(C)n(C)n(-c4ccccc4)c3=O)noc1-2
  -7, -4, -6, 4, 2, 1, 5, 2.8, 11, -15

The listing continues:
Results follow in this order: SSB-PriA inh, CCHFV vOTU inh, SARS 3CLpro inh, BoNT-F LC inh, PrPC TRFRET, Anthrax LF inh2, DUSP3 inh, BoNT A protease, MazF activator, Rv3671c protease
CN(CC(=O)NCCc1ccccc1)S(=O)(=O)c1ccc(Br)s1
  -6, 10, 7, 1, -11, 2, 7, 2.3, -1, 4
O=C(N/N=C1\CCCc2c1[nH]c1ccc(Cl)cc21)c1ccncc1
  ·, 12, ·, 3, 2, -5, ·, -0.1, 2, 7
O=C(NCc1cccnc1)Nc1cccc(NC(=O)NCc2cccnc2)c1
  -12, -3, -5, -13, -1, -3, -16, -7.7, 2, 4
CCN(CC)CCSc1nnc2c3cc(F)ccc3n(Cc3ccccc3)c2n1
  -4, -8, 1, ?, -6, 1, 2, -1.1, 9, -5
O=C(C1CC1)N1N=C(c2ccncc2)CC1(O)C(F)(F)F (configuration not stated)
  -1, 2, 5, -3, -6, -4, 7, 0.3, 5, 9
O=c1c2ccccc2nc2n1CCN2Cc1ccc(Cl)cc1
  -12, ·, 3, -2, ·, -6, -1, 0.6, -4, -1
Cc1cc(NC(=O)CSc2nnc(-c3ccccc3C)n2C)no1
  -4, -12, ·, -2, 4, -4, ·, -0.1, 2, -2
CCc1nn(C(C)C(=O)N2CCN(Cc3ccccc3)CC2)c(=O)c2cc3occc3n12 (configuration not stated)
  -4, 11, 0, -4, 2, 5, -4, -0.1, 4, -8
Cc1ccc(S(=O)(=O)N2CCN(CCNC(=O)C(=O)Nc3ccc(F)cc3)CC2)cc1
  -3, 16, -1, 3, -7, 6, 20, -1.4, 0, -2
COc1ccc(S(=O)(=O)NC(C)CCc2ccccc2)cc1 (configuration not stated)
  -13, 0, 8, 1, -5, 1, 12, 0.0, 2, -7
Cc1ccccc1/C(N)=N/OC(=O)/C=C/c1ccccc1
  ·, -3, 4, 0, 5, -4, -2, 1.4, 7, -5
CCOc1ccc2nc(C)cc(C(=O)O)c2c1
  -12, -55, -2, -10, 6, -3, 38, -2.0, 6, 5
Nc1cccc2c1C(=O)N(C(=O)c1cccc(S(=O)(=O)N3CCCCCC3)c1)C2=O
  13, -17, 3, -1, -8, -2, 14, 1.0, 14, 3
Cc1ccc(-n2c(C)cc(/C=C3\NC(=O)NC3=O)c2C)c(C)c1
  24, 33*, 3, 0, -1, -5, -17, -1.4, 0, 11
Cc1ccc(C)c(S(=O)(=O)N2CCCC2CNC(=O)C(=O)NCC2CCCO2)c1 (configuration not stated)
  1, 4, ·, -9, -8, 2, ·, -1.2, 3, 2
CC(Oc1ccccc1F)C(=O)NNC(=O)CCS(=O)(=O)c1ccccc1Cl (configuration not stated)
  -7, -4, ·, -1, 5, -2, ·, 2.1, -1, -6
N#Cc1nc(-c2ccccc2F)oc1NCCc1ccccn1
  -15, -2, ·, 5, 0, -1, -19, -0.3, 21, -2
COc1ccc(CC(N)c2csc(NC(=O)NCCc3ccc(OC)c(OC)c3)n2)cc1 (configuration not stated)
  ·, 2, ·, -7, -8, -2, ·, -0.1, ·, ·
OCCN(Cc1ccccc1)CC1CCCCC1
  -8, -7, -5, 0, -7, 1, 7, -0.3, 0, 6
CCNc1nc(NCC)nc(-n2nc(C)cc2C)n1
  -1, 10, -3, 0, -1, -4, 18, 0.2, 1, -4
Cc1cccc(C)c1OCC(O)CNC(C)C (configuration not stated)
  -17, 10, 5, 0, 5, -2, -8, -0.2, 2, -12
Nc1nnnn1/N=C/c1ccc(Br)cc1
  ·, 11, 3, ?, 2, 0, -5, 0.1, 4, ·
NP(=O)(OCC(F)(F)F)Oc1ccccc1 (configuration not stated)
  -1, -4, -3, -3, 2, -5, ·, -0.9, 0, -3
CCN(C(=O)CSc1nnc(-c2ccccc2Cl)n1C1CCCC1)C1CCS(=O)(=O)C1 (configuration not stated)
  7, 4, 2, -10, 1, -3, 2, 0.7, -3, -1
CCOC(=O)c1sc2nc3c(cc2c1N)C(=O)CC(C)(C)C3
  3, -8, 3, 1, 0, 2, 4, -0.1, 11, -4
Cc1cc(C)cc(NC(=O)c2ccc(S(=O)(=O)C(F)F)cc2)c1
  -8, -5, 2, 16, 7, 0, 13, 1.1, -8, 0
